From PubChem
TDP1 inh = blocks human tyrosyl-DNA phosphodiesterase 1; Q9NUW8; recombinant TDP1, AlphaScreen DNA substrate cleavage; Potency, µM (highest dose often 130 µM), for the others: at the highest dose activity change, negative = inhibition, actives largely listed as inhibitors; 350,000 tested, 0.28% active; AID 485290; note: nearly all actives have a fitted effect of over 40% in size
Target sequence (Q9NUW8 whole entry, looked up): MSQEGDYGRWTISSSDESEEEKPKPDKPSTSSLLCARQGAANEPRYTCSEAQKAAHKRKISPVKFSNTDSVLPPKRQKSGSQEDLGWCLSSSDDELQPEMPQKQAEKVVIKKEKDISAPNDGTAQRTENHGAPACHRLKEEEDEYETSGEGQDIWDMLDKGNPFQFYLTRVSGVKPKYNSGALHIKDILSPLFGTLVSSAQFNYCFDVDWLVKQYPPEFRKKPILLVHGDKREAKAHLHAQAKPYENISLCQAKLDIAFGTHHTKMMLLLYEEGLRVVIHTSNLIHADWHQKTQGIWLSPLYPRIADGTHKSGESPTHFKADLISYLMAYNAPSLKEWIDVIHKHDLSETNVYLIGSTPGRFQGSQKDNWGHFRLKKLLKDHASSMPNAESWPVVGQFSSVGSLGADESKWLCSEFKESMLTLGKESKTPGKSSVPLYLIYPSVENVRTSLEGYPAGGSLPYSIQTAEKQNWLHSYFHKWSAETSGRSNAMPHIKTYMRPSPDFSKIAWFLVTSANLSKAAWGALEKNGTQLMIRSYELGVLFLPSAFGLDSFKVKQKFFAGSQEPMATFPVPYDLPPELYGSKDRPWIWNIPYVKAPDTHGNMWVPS
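Recombinant human Tdp1 (E. coli-expressed, 1 nM final) preincubated with compounds 15 min at room temperature, then 5'-biotin/3'-phosphotyrosine-FITC DNA substrate (15 nM final) added for 5 min. AlphaScreen beads (10 ug/ml final) added 10 min; cleavage lowers signal.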
FEN1 inhibitor = human FEN1 inhibition; 390,000 tested, 0.35% active; Recombinant FEN1 flap cleavage, fluorescence, 15 min; Potency, µM (titrated, usually from 114 µM), for inactives: at the highest dose activity change, negative = inhibition, most hits filed as inhibitors; P39748; note: nearly all actives have a fitted effect of over 65% in size
Target sequence (P39748 whole entry, looked up): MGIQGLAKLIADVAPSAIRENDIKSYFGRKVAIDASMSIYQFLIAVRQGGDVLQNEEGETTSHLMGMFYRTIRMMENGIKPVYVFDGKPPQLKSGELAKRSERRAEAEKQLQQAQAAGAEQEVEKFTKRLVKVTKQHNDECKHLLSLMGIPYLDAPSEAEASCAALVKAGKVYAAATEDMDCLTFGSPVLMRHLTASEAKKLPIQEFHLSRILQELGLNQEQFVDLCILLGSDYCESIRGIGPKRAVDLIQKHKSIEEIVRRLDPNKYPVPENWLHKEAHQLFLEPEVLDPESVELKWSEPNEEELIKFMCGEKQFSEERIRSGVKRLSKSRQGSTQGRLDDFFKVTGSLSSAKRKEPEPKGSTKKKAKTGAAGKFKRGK
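With each library titrated from low to high concentration, compounds met 10 nM FEN1 for 15 min at room temperature before 50 nM substrate was added; readings at 0 and 15 min fed four-parameter Hill curve fits.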
N370S GC = N370S glucocerebrosidase modulation, Gaucher chaperone candidate; N370S GC spleen homogenate, 4MU-glucoside fluorescence; 330,000 tested, 0.092% active; P04062; Potency, µM (series often up to 59.4 µM), for inactives: at the top dose activity change, negative = inhibition, hits mostly inhibitors;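 note: 0% = full enzyme activity and -100% = no enzyme basal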
Starred values were filed as active, the others as inactive; u = inconclusive; x = not tested or not shown; & = joins results of further samples; [ ] = dose if it differs, or a comment. Calls come from the whole dose curve; as a rule, active = well fitted curve in the direction sought with a large enough effect; inconclusive = small, poorly fitted or top-dose-only effect, or another doubt; inactive = no such curve, though single readings can be large; an effect the other way counts as inactive or inconclusive. Unless noted, % is set by controls: 0 for no effect and ±100 for the full control effect; potency is the fitted concentration of half-maximal effect.

mol,TDP1 inh,FEN1 inhibitor,N370S GC
COc1ccc(C2(O)CN(c3ccc(C)cc3)C3=[N+]2CCCC3)cc1 (stereo not given),0%,0%,-3%
CCC(CC)C(=O)Nc1nnc(S(=O)(=O)N2CCCc3ccccc32)s1,x,-11%,1%
N#Cc1cccc(S(=O)(=O)N2CCN(c3ccnc4cc(Cl)ccc34)CC2)c1,2%,-19%,-11%
Cc1ccc(F)c(NC(=O)Nc2ccc3snnc3c2)c1,3%,14%,x
Cc1occc1-c1nnc(SCC(=O)c2ccc(Cl)cc2)n1CC1CCCO1 (stereo not given),7%,7%,16%
CC1CC2(CCCCC2)Nc2ccc3ccccc3c21 (stereo not given),2%,-8%,4%
O=C(Cc1ccc(F)cc1)NCCc1ccccc1,8%,6%,-2%
Cn1ncc([N+](=O)[O-])c1C(=O)NCc1ccccc1,1%,11%,4%
COc1cc(-c2cc(C(=O)N(C)Cc3ccccc3)c3ccccc3n2)cc(OC)c1OC,x,-17%,0%
Cc1ccccc1OCC(=O)OCC(=O)N1CCc2ccccc21,-11%,0%,-4%
COc1cccc(NC(=O)c2cccc(S(=O)(=O)N3CCN(Cc4ccccc4)CC3)c2)c1,x,-1%,u
Cc1ccccc1C(=O)N1CCN(S(=O)(=O)c2ccccc2)CC1,2%[56.1 µM],0%,0%
O=C(COC(=O)c1cccc([N+](=O)[O-])c1)NCc1cccs1,-8%,3%,-12%
CSC1=NC2(CCCCC2)CC12C=CC(=O)C=C2,3%,4%,-4%
Cc1onc(-c2c(Cl)cccc2Cl)c1C(=O)c1c[nH]c(C(=O)NC2CC2)c1,3%,-9%,-4%
O=C(Nc1cccc(S(=O)(=O)N2CCOCC2)c1)c1cc([N+](=O)[O-])ccc1N1CCOCC1,x,1%,-8%
COc1ccc(C2c3cc(OC)c(OC)cc3CC(=O)N2c2ccc(C)c(F)c2)cc1 (stereo not given),10%,10%,x
CN(C(=O)C(Cl)Cl)c1ccc(OC(=O)c2ccco2)cc1,-8%,2%,13%
CC1(C)Cc2c(c(-c3ccccc3)[nH]c(=O)c2C#N)CS1,5%,-5%,6%
COc1ccc(-c2nc3sc(CCNC(=O)C(C)(C)C)c(C)n3n2)cc1,3%,-3%,x
O=C(CN1C(=O)NC2(CCCC2)C1=O)N1CCN(S(=O)(=O)c2cc(Cl)ccc2Cl)CC1,1%,4%,x
COc1cccc(Nc2ncnc3sc(C)cc23)c1,-3%,-12%,2%
O=C(CSc1nc2ccccc2n1Cc1ccccc1)N1CCN(c2ccc(F)cc2)CC1,-2%,1%,x
O=[N+]([O-])c1ccc(N2CCOCC2)cc1NCCCO,4%,0%,-8%
Cc1cccc(C)c1NC(=O)CNC(=O)c1cccnc1,5%,12%,2%
CC(=O)Nc1cccc(NC(=O)c2cc3c(=O)n4cccc(C)c4nc3n2C)c1,1%,23%,x
COc1ccc(/C=C/C(=O)c2ccccc2)c(OC)c1,2%,-15%,16%
Cc1cc(=O)[nH]c(SC(C(=O)O)c2ccccc2)n1 (stereo not given),8%,4%,-14%
O=C(CSc1nc2ccccc2s1)NC1CCS(=O)(=O)C1 (stereo not given),0%,-5%,0%
NC(=O)CSc1nc2ccc(NC(=O)COc3ccccc3)cc2s1,-3%,-7%,x
c1ccc(-n2ncc3cccnc32)cc1,1%,4%,0%
O=C(NNc1cccc(Cl)c1)c1cccnc1Cl,5%,7%,-6%
O=c1o[nH]c(-c2ccccc2)c1C=Nc1ccc(Cl)cc1,2%,8%,-1%
O=C(CCc1nc2ccccc2c(=O)[nH]1)N1CCN(S(=O)(=O)c2ccc(Cl)c(C(F)(F)F)c2)CC1,x,-9%,-10%
COc1ccc(C2=CC(=O)C[C@H](c3ccc(OC)c(OC)c3)C2)cn1,1%,-3%,x
O=c1c2cc3c(nc2[nH]c(=S)n1-c1ccccc1)CCCC3,x,-6%,0%
COc1ccc(C)cc1NC(=O)CSc1nc(=O)n(Cc2ccccn2)c2c1CCC2,0%,-8%,x
c1cnc(Nc2nc(-c3ccc4ccccc4c3)cs2)nc1,1%,-1%,2%
COC(=O)c1ccc2c(c1)N(CC(=O)Nc1ccc(OC)c(Cl)c1)C(=O)c1ccccc1S2,1%,-1%,x
CC1=C(C(=O)Nc2cccc([N+](=O)[O-])c2)C2(CCC(C)CC2)OC1=O (stereo not given),6%,-2%,1%
COc1ccccc1NC(=O)Cc1noc(CSc2nnc(N)s2)n1,0%,-1%,4%
S=C1NCCc2ccc(Cl)cc2C1c1ccccc1Cl (stereo not given),10%,5%,5%
CCOC(=O)C1=C(c2ccccc2)NC(N)=NC1c1ccc(OCc2ccc(C(=O)OC)cc2)cc1 (stereo not given),5%,-31%,11µM*
CCOCCCNC(=O)Cn1ncc2c([nH]c3ccccc32)c1=O,2%,19%,x
O=C(Nc1ccc(Cl)cc1)OCCn1nnnc1C(c1ccccc1Cl)N1CCOCC1 (stereo not given),5%,-9%,0%
Clc1nc(CN2CCOCC2)nc2sc3c(c12)CCC3,4%,-4%,6%
CCOC(=O)C1CCCN(c2c(C(=O)c3ccccc3)cnc3ccccc23)C1 (stereo not given),5%,-13%,17%
Cn1c(N)c(C(=O)/C=C/c2ccccc2)c(=O)[nH]c1=O,-3%,-3%,-8%
Cc1ccc(S(=O)(=O)N2CCCC(C(=O)N(Cc3cccs3)C3CC3)C2)cc1 (stereo not given),2%,4%,24%
c1ccc(Nc2c(-c3ccccc3)nc3ncccn23)cc1,-2%,4%,x

Remaining list, next part
mol,TDP1 inh,FEN1 inhibitor,N370S GC
CC(C)(C)c1ccc(-c2n[nH]c(=S)n2C2CCCC2)cc1,8%,0%,26%
O=C1CCCC/C=C\C[C@H](CC(=O)N(CCO)Cc2ccccc2)C(=O)N[C@@H](Cc2ccccc2)CO1,2%,15%,x
CC(=O)c1ccc(NC(=O)COc2ccccc2-c2nc(-c3cccc(C)c3)no2)cc1,6%,-2%,x
Cc1c(C(=O)Nc2ccc(F)c(F)c2)oc2ccc(S(=O)(=O)N3CCCCC3)cc12,13%&-5%,-20%&-19%,5%
COc1ccc(OC)c(-c2csc(NC(=O)Cc3ccc(F)cc3)n2)c1,x,-20%,2%
Cc1sc2nc(CN3CCN(c4ccc(O)cc4)CC3)[nH]c(=O)c2c1C,1%,-8%,0%
COc1ccc(CCNC(=O)C(=O)NCC2OCCN2S(=O)(=O)c2ccc(OC)c(C)c2)cc1 (stereo not given),x,17%,-4%
CCOc1ccccc1OCCOCCN1CCN(Cc2ccccc2)CC1,x,2%,-1%
Cc1cc(O)c2c(CN3CCN(Cc4ccccc4)CC3)cc(=O)oc2c1,x,-7%,-10%
CC(C)(C)C(=O)Nc1nc2nc(-c3ccccc3)cc(=O)n2[nH]1,-7%,-12%,x

Brought forward from above: five compounds, then new ones.
mol,TDP1 inh,FEN1 inhibitor,N370S GC
Cc1sc2nc(CN3CCN(c4ccc(O)cc4)CC3)[nH]c(=O)c2c1C,1%,-8%,0%
COc1ccc(CCNC(=O)C(=O)NCC2OCCN2S(=O)(=O)c2ccc(OC)c(C)c2)cc1 (stereo not given),x,17%,-4%
CCOc1ccccc1OCCOCCN1CCN(Cc2ccccc2)CC1,x,2%,-1%
Cc1cc(O)c2c(CN3CCN(Cc4ccccc4)CC3)cc(=O)oc2c1,x,-7%,-10%
CC(C)(C)C(=O)Nc1nc2nc(-c3ccccc3)cc(=O)n2[nH]1,-7%,-12%,x
CC1CCC(N2CC(=O)N(Cc3ccc4c(c3)OCO4)C(c3ccc(F)cc3)C2=O)CC1 (stereo not given),0%,-17%,x
O=C(CSc1oc(-c2ccco2)nc1S(=O)(=O)c1ccc(Br)cc1)c1ccccc1,9%,-10%,x
Cc1ccc(C(=O)C2COC(=O)C2)cc1 (stereo not given),5%,-1%,1%
CCCc1nnc(SCC(=O)O)n1/N=C/c1ccc2c(c1)OCO2,-2%,-4%,4%
CCNS(=O)(=O)c1ccc(NC(=O)c2ccccc2SCCOC)cc1,x,4%,29%
COc1ccc(-c2nnc(SCC(=O)NC3CCCCC3)n2N)cc1,0%,13%,0%
COc1ccc(-c2c(C(F)(F)F)nn(C)c2NC(=O)CSCC(=O)O)cc1,3%,-3%,5%
Cc1cccc(-c2oc3ccc(-c4ccc5c(c4)OCO5)cc3c2C#Cc2cncn2C)c1,1%,-9%,x
Cc1onc(-c2ccccc2)c1C(=O)Nc1cccc(C#N)c1,-2%,-4%,4%
CCCN(CC1CC1)c1nc(N)c(C#N)c(CC#N)c1C#N,3%,-7%,u
CCOc1ccc(S(=O)(=O)N(C)C2CCCCC2)cc1,3%,3%,1%
COc1cc(/C=C(\C#N)C(=O)Nc2cc(C(F)(F)F)ccc2Cl)ccc1OCC(=O)Nc1cccc(C(F)(F)F)c1,0%,-15%,13%
O=C(NC1CCCC1)C(c1ccc(Cl)cc1)N(Cc1ccc(F)cc1)C(=O)CCl (stereo not given),4%,7%,-8%
O=C(NN=C1CCCC1)c1[nH]c2ccc(Br)cc2c1-c1ccccc1,8%,4%,-15%
COc1cc(/C=N/Nc2nn3cnnc3c3ccccc23)cc(OC)c1OC,8%,u,-3%
CCOC(=O)c1cccc(NC(=O)NC(C)c2c(-n3cccc3)sc3c2CCN(C)C3)c1 (stereo not given),7%,-5%,x
CCOc1cc(N2CCOCC2)c(OCC)cc1NC(=O)CN1CCSC1=O,-15%[56.1 µM],3%,x
O=[N+]([O-])c1ccc(N2CCSCC2)cc1,0%,-13%,9%
CCc1ccc(OCC(=O)N/N=C2\CC(=O)c3ccccc32)cc1,8%,x,21%
CC(=O)Nc1nn(C)c2nc(C)cc(C)c12,0%,5%,1%

Quoted from the listing:
`CCOC(=O)c1cccc(NC(=O)NC(C)c2c(-n3cccc3)sc3c2CCN(C)C3)c1` (stereo not given) @ FEN1 inhibitor = -5%
`O=[N+]([O-])c1ccc(N2CCSCC2)cc1` @ N370S GC = 9%
`CCOc1ccc(S(=O)(=O)N(C)C2CCCCC2)cc1` @ TDP1 inh = 3%
`O=C(NN=C1CCCC1)c1[nH]c2ccc(Br)cc2c1-c1ccccc1` @ FEN1 inhibitor = 4%
`O=C(NC1CCCC1)C(c1ccc(Cl)cc1)N(Cc1ccc(F)cc1)C(=O)CCl` (stereo not given) @ TDP1 inh = 4%
`COc1cc(/C=C(\C#N)C(=O)Nc2cc(C(F)(F)F)ccc2Cl)ccc1OCC(=O)Nc1cccc(C(F)(F)F)c1` @ TDP1 inh = 0%

More results follow.
mol,TDP1 inh,FEN1 inhibitor,N370S GC
Cc1cc(C)c2nc(-c3cccc(Cl)c3)c(C)c(C(=O)N3CCOCC3)c2c1,6%,-9%,-4%
Cc1cc(NC(=O)CN2C(=O)c3ccccc3C2=O)no1,3%,-5%,4%
COc1ccc(CCNC(=O)CSc2nn3c(=O)c(C)nnc3s2)cc1OC,2%,16%,-15%
COc1ccc(CCN2CC(C(=O)Nc3cc(S(C)(=O)=O)ccc3Cl)CC2=O)cc1OC (stereo not given),0%,-2%,-6%
O=C(NCc1ccccc1)C1=C[C@H](c2ccc3c(c2)OCO3)C[C@H](OCCCCO)O1,1%,6%,23%
O=C(NCCc1ccccc1)C1CCCN1C(=O)NCc1ccccc1 (stereo not given),7%,-1%,-7%
COC(=O)C1C(=O)C=C(N2CCOCC2)CC1(C)C (stereo not given),2%,-2%,u
COCCCNC(=S)N/N=C/c1ccc(OC)c(Br)c1,x,-1%,-1%
CCCC(=O)N(Cc1cc(=O)[nH]c2ccccc12)c1cccc(C)c1,x,1%,4%
O=S(=O)(NCc1ccco1)c1ccc(Cl)s1,-3%,11%,x

Reformatted: entries from further up
Screens in order – TDP1 inh	FEN1 inhibitor	N370S GC
O=C(NCc1ccccc1)C1=C[C@H](c2ccc3c(c2)OCO3)C[C@H](OCCCCO)O1
→ 1%	6%	23%
COC(=O)C1C(=O)C=C(N2CCOCC2)CC1(C)C (stereo not given)
→ 2%	-2%	u
COc1ccc(CCNC(=O)CSc2nn3c(=O)c(C)nnc3s2)cc1OC
→ 2%	16%	-15%
COc1ccc(CCN2CC(C(=O)Nc3cc(S(C)(=O)=O)ccc3Cl)CC2=O)cc1OC (stereo not given)
→ 0%	-2%	-6%

Carrying on:
mol,TDP1 inh,FEN1 inhibitor,N370S GC
COc1ccc(CSc2ccc(S(=O)(=O)N3CCCCC3)cn2)cc1F,-2%,-4%,x
CCOc1ccc(CNS(=O)(=O)c2ccc3c(c2)CC(C)N3C(C)=O)cc1OC (stereo not given),1%,18%,x
O=C(NC(=S)Nn1cnc2c(cnn2-c2ccccc2)c1=O)c1ccccc1,5%,2%,3%
COc1ccc(OCC(=O)NCCCN2CCOCC2)cc1,-9%[56.1 µM],-2%,-5%
O=C(Cc1ccc([N+](=O)[O-])cc1)N1N=C(c2ccncc2)CC1(O)C(F)(F)F (stereo not given),5%,-6%,-4%
O=C1NC(=Nc2cccnc2)S/C1=C/c1ccc(F)cc1,-1%,-2%,2%

Outcome played no part in choosing rows. Share with any hit: about 0.57%.
